Source: PubChem BioAssay
Gli-Sufu block = Gli-Sufu pathway antagonists, primary screen, luciferase luminescence, Sufu-KO-LIGHT cells, uHTS. Sufu-KO-LIGHT fibroblasts, Gli luciferase reporter luminescence. inhibition, % at 5 µM. 0.74% of 340,000 active. AID 588413, 2011;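 active = inhibition above about 55%, limit read from the data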;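 also: 0% = DMSO-treated cells and 100% = wells with medium but no cells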
CXCR6 block = CXCR6 receptor inhibitors, primary screen, cell-based, beta-arrestin, luminescence, CHO-K1 PathHunter, 1536-well | C-X-C chemokine receptor type 6 (Homo sapiens), O00574 | inhibition, % at 20 µM | 0.36% of 360,000 active; in the data active = inhibition above about 34%, passing the limit was not always enough;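 also: antagonist mode with CXCL16 agonist at 10 nM final; 0% = 10 nM CXCL16 with DMSO and 100% = unstimulated wells without agonist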
Target sequence (O00574 whole entry, looked up): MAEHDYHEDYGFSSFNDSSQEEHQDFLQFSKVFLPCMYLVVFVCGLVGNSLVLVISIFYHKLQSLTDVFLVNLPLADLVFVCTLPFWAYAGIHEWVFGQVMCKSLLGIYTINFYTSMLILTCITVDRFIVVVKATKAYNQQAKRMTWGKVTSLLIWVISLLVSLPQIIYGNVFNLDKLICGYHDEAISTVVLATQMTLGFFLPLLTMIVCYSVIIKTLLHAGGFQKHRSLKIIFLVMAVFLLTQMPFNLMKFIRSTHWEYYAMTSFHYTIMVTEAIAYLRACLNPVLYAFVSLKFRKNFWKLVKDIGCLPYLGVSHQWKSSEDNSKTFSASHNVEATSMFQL
CCR6 antag = CCR6 receptor antagonists, primary screen, cell-based, CHO-K1, luminescence, beta-arrestin, uHTS; 0.49% of 340,000 active; CHO-K1 CCR6 PathHunter beta-arrestin, CCL20-stimulated; C-C chemokine receptor type 6 (Homo sapiens), P51684; AID 493098, 2011; inhibition, % at 20 µM;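 active = compounds whose inhibition of the agonist-driven luminescence signal at 20 µM reaches about 50%, limit read from the data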;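 also: cells stimulated with CCL20 at 14 nM final; plate controls were DMSO with CCL20 for no effect and DMSO without agonist for full effect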
APJ antagonist = antagonists of human apelin receptor APJ, primary screen, CHO-K1 cells, beta-arrestin complementation, luminescence. inhibition, % at 20 µM. 0.32% of 330,000 active. P35414;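 active = inhibition above about 40% at 20 µM, limit read from the data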;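 also: cells challenged with 10 nM apelin-13 agonist together with compound; plate controls were apelin-13 plus DMSO wells for no effect and DMSO wells lacking apelin-13 for full effect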
EBI2 antag = EBI2 receptor antagonists, beta-arrestin recruitment, primary screen, cell-based, luminescence, 7a,25-OHC stimulation, uHTS. 0.81% of 360,000 active. inhibition, % at 5 µM. AID 651636, 2012. 7a,25-OHC stimulated. G-protein coupled receptor 183 (Homo sapiens), P32249; in the data active = inhibition above about 38%;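 also: enzyme fragment complementation signal reports receptor beta-arrestin coupling in cells; 0% = agonist plus DMSO wells and 100% = wells without agonist; some results beyond the cut were filed as inactive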
UBC13 inh = UBC13 polyubiquitin chain formation inhibitors, primary screen, biochemical, TR-FRET, uHTS | Ubiquitin-conjugating enzyme E2 N (Homo sapiens), P61088 | inhibition, % at 20 µM | 0.47% of 330,000 active | AID 485273, 2010; in the data active = inhibition above about 45%, passing the limit was not always enough; inconclusive = no clear call, values can overlap the other calls
Target sequence (P61088 whole entry, looked up): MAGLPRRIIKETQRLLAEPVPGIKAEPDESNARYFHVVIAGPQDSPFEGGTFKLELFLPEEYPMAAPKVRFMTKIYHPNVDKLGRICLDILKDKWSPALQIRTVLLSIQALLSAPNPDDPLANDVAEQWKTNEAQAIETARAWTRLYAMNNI
APJ agonist = agonists of human apelin receptor APJ, primary screen, CHO-K1 cells, PathHunter beta-arrestin, luminescence | activation, % at 20 µM | P35414 | 0.11% of 330,000 active | 0% DMSO wells, 100% apelin;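 active = activation more than six SD over the plate average, tested at 20 µM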;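 also: 0% = DMSO alone and 100% = apelin-13 at 10 nM; some results filed as inactive read as strong as hits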
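Assay system: CHO-K1 cells stably expressing ProLink-tagged human APJ and arrestin–beta-gal acceptor. Compound dosing: 20 µM single point, 1% DMSO. Times: 16-18 h seeding, 90 min dark compound exposure, 60 min detection. Detection: beta-gal luminescence. Evaluation: APJ–arrestin association signal. Controls: negative DMSO alone, positive Apelin-13 at 10 nM.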
ATG4B inh = ATG4B protease inhibitors, primary screen, biochemical, fluorescence, uHTS; Cysteine protease ATG4B (Homo sapiens), Q9Y4P1; ATG4B cleavage of LC3-PLA2, NBD-HPC fluorescence, 1 h; inhibition, % at 8.33 µM; 0.51% of 340,000 active; AID 504462, 2011; in the data active = inhibition above about 40%
Target sequence (Q9Y4P1 whole entry, looked up): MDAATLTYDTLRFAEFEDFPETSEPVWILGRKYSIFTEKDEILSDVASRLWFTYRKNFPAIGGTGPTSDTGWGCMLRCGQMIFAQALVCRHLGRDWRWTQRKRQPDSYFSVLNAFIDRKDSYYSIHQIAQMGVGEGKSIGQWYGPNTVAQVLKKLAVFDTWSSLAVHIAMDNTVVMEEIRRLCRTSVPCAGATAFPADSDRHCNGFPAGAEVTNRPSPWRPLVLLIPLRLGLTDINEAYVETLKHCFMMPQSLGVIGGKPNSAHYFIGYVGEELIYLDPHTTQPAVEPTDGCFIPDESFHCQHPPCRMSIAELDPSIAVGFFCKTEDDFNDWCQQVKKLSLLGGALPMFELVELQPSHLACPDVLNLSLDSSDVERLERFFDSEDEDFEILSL
The depositor's hits bear a star; i = inactive; ? = inconclusive; . = not tested or not shown.

SMILES	Gli-Sufu block	CXCR6 block	CCR6 antag	APJ antagonist	EBI2 antag	UBC13 inh	APJ agonist	ATG4B inh
O=S(=O)(Nc1cc(Cl)ccc1N1CCOCC1)c1ccccc1Cl	7	5	17	7	3	4	-2	-12
COc1cc(NC(=O)c2ccc(F)cc2)ccc1NC(=O)c1cc2ccccc2o1	-2	-8	13	2	-4	6	-2	10
CCOC(=O)N1CCN(S(=O)(=O)N2CCCC(C(=O)NCCc3ccc(Cl)cc3)C2)CC1 (centres undefined)	7	-2	15	18	21	6	-3	-7
CCOC(=O)c1cnc2ccc(C)cc2c1Nc1ccc(N2CCOCC2)cc1	10	-4	-2	-11	4	-13	7	-5
COc1cc(/C=N/NC(=O)c2ccc3c(c2)OCO3)ccc1O	-52	3	-1	22	1	-2	-1	-2
O=C(c1ccc2c(c1)OCO2)N1CCOCC1	-1	2	-7	10	-2	-3	5	-4
NC(=O)C1CCN(C(=O)CCC(=O)c2ccc(F)cc2)CC1	1	0	-2	16	-1	1	-3	2
CCN(c1ccccc1)S(=O)(=O)c1nnc(NC(=O)c2ccco2)s1	8	5	11	9	-16	-7	-2	-9
Cc1ccc(S(=O)(=O)N(C)CC(=O)O/N=C(\N)c2ccccn2)cc1	9	-30	-16	-7	-9	-12	1	-8
CCOc1c(C)cnc2c1c(=O)n(Cc1c(F)cccc1Cl)c(=O)n2C	-1	0	25	9	4	14	-4	0
CCC(CC)c1nnc(NC(=O)CS(=O)(=O)Cc2ccccc2)s1	3	-5	-2	2	-12	-2	6	-9
O=C(Nc1ncc(S(=O)(=O)c2ccc([N+](=O)[O-])cc2)s1)c1ccccc1F	5	-5	0	-8	-7	-14	13	3
CC1(C)CC(=O)c2cnc(N3CCc4ccccc43)nc2C1	-67	11	6	-10	6	32	1	-2
CCCCN1C(=O)/C(=C/C=C2/CC(C)(C)CN2C)SC1=S	-39	22	43	26	13	i	-4	-4
O=C(NC(Cc1ccccc1)C(=O)O)/C(=C\c1ccc(Br)cc1)NC(=O)c1ccc(Br)o1 (centres undefined)	-15	2	-6	23	-6	3	-3	-6
O=C1CCSc2c1ccc1ccccc21	-2	-3	6	.	-2	.	.	0
Cn1cc(C(=O)NCCO)c(=O)c2ccccc21	-23	-8	2	-33	1	-1	-3	-5
COc1cc(/C=C/C(=O)OCC(=O)c2ccc[nH]2)cc(OC)c1OC	-1	6	17	9	-2	-3	-3	-13
C[C@]12c3[nH]c4ccc(Cl)cc4c3CCN1C(=O)[C@@H](CC(=O)NCc1cccc(C(F)(F)F)c1)C[C@@H]2C(=O)N1CCOCC1	8	-1	20	.	16	.	.	10
CCCCCCSc1ccc([C@H]2N[C@@](CC(C)C)(C(=O)OC)[C@H]3C(=O)N(CC)C(=O)[C@@H]23)cc1	-1	17	24	28	23	-1	1	0

Laid out differently: entries from further up.
SMILES,Gli-Sufu block,CXCR6 block,CCR6 antag,APJ antagonist,EBI2 antag,UBC13 inh,APJ agonist,ATG4B inh
NC(=O)C1CCN(C(=O)CCC(=O)c2ccc(F)cc2)CC1,1,0,-2,16,-1,1,-3,2
O=S(=O)(Nc1cc(Cl)ccc1N1CCOCC1)c1ccccc1Cl,7,5,17,7,3,4,-2,-12

Next part:
SMILES	Gli-Sufu block	CXCR6 block	CCR6 antag	APJ antagonist	EBI2 antag	UBC13 inh	APJ agonist	ATG4B inh
COc1ccc(C(=O)Nc2ccc(-c3ccc(C)o3)cc2)cc1S(=O)(=O)N1CCOCC1	12	3	4	11	-4	7	19	-20
Cc1ccccc1Nc1cc(C(=O)NCc2ccco2)c2ccccc2n1	4	0	42	2	1	-11	8	19
COC(=O)Cn1c(=O)c2c(nc3n2CC(C)CN3CCc2ccccc2)n(C)c1=O (centres undefined)	11	-2	12	20	1	-2	-2	2
Cn1c(=O)n(CC(=O)O)c(=O)c2c1nc1n2CCCN1CCc1ccccc1	-1	-6	6	13	-2	-9	0	-3
C=CCn1c(=N)n(CC(=O)OCC)c2ccccc21	4	0	0	1	-4	3	-3	-4
COc1ccc(OC)c(NC(=O)c2cc3c(=O)n4ccccc4nc3n2C)c1	23	-13	3	14	1	0	0	7
COc1ccc(CCNC(=O)C2CCCN(Cc3nc(-c4ccccc4C)oc3C)C2)cc1OC (centres undefined)	5	-1	3	26	-3	-4	-2	-4
O=C(O)CCC(=O)N1N=C(c2ccccc2)CC1c1ccc2nccnc2c1 (centres undefined)	-1	4	4	35	-7	-13	-2	-1
CCOc1ccc(C(=O)Nc2nccs2)cc1[N+](=O)[O-]	-24	5	4	5	-7	3	-2	4
O=C(O)CN=C(NS(=O)(=O)c1ccc(Cl)cc1)c1ccc(F)cc1	-2	29	3	5	-2	2	-3	-6
Cn1cc(C(CC(=O)O)C(=O)O)c2ccccc21 (centres undefined)	0	0	-6	11	0	-11	-2	14
O=C(N/N=C/c1ccc2c(c1)OCO2)c1cccc2ccccc12	7	-10	-5	-4	-14	-1	-3	1
C=Cn1cc[n+](CC(=O)c2cc(C(C)(C)C)c(O)c(C(C)(C)C)c2)c1	48	0	-7	13	-13	-1	1	-2
Cc1ccc(C(=O)Nc2nc(-c3ccco3)c(-c3ccco3)s2)o1	2	6	17	-62	2	?	12	40*
CC1=C(C(=O)OCC2CCCO2)C(c2coc3ccccc3c2=O)C2=C(CC(C)(C)CC2=O)N1 (centres undefined)	-2	3	9	-8	-4	-2	-3	-3
CC(=O)N(C)c1cccc(-c2ccc3nnc(C)n3n2)c1	56*	-5	-2	-3	0	4	-2	-5
COC1(OC)C=CC(=O)C=C1NC(=O)c1ccccc1OC(C)=O	-10	-10	-3	-115	-19	-6	18	10
CC(C)(O)C#Cc1ccc(C(=O)N2CCCC2C(=O)O)s1 (centres undefined)	5	1	4	-15	8	-11	-1	4
COc1ccc(-c2[nH]ncc2CN(C)Cc2cccnc2)c(F)c1	7	1	10	0	8	-4	-3	-14
COc1ccc(NC(=O)CN2CCC(C(=O)c3ccc(F)cc3)CC2)c(OC)c1	26	8	-1	-9	6	2	0	-4
COc1ccc(C2=NN(C(=O)CSc3ncccn3)C(c3cccc(OC)c3OC)C2)cc1 (centres undefined)	11	4	13	-3	6	-23	-1	-11
O=C1c2ccc(-c3ccc(F)cc3OCc3ccccc3)cc2S(=O)(=O)c2cccc(C(=O)N3CCCC3)c21	50	5	2	18	-8	-11	0	-3
Cc1ccc(NC(=O)CCn2cnc3ccccc3c2=O)c(C)c1	-15	-6	14	12	-1	-8	-2	2
CCOC(=O)c1oc2nc(C(C)C)c3c(c2c1N)CCC3	-8	7	15	-11	-3	18	3	-2
CC(C)(C)C(=O)Nc1ccc(C(=O)Nc2cccc(Oc3ccc(C(=O)O)c(C(=O)O)c3)c2)cc1	1	-7	-3	13	1	-10	0	5
c1csc(-c2noc(CN3CCN4CCCC4C3)n2)c1 (centres undefined)	-12	-2	-7	11	-5	14	0	0
Cc1ccc(S(=O)(=O)/N=C2\C=C(NS(=O)(=O)c3ccccc3)C(=O)c3ccccc32)c(C)c1	1	37	47	.	-1	.	.	0
Cc1ccccc1OCC(=O)N/N=C/c1cn(C)c2ccccc12	4	-15	-4	-18	-6	8	0	-22
O=C(COC(=O)CN1C(=O)NC2(CCCC2)C1=O)Nc1ccccc1C(F)(F)F	2	-4	1	6	-12	-5	-3	5
Cc1ccsc1/C=N/n1cnnc1	7	-5	8	-3	6	1	0	-8
Cc1ccc(NC(=O)CN(C(=O)N2CCN(C)CC2)S(=O)(=O)c2ccc(C)cc2)cc1	-6	-9	3	-58	3	2	7	-7
CN(C)CCOC(C1CCCCC1)C1CCCCC1	9	-3	4	-18	1	12	1	0
O=C(Cn1ncc2c1-c1ccccc1OC2)N(Cc1ccco1)C1CCCCC1	-10	10	10	-10	15	-10	4	1
CCc1cc(CNC(=O)CCc2nnc(CCCc3ccccc3)o2)on1	-22	8	5	7	-1	-6	1	-11
Cc1ccc(NC(=O)CCC(=O)N/N=C/c2ccc(O)cc2O)cc1	6	16	3	17	-3	5	-2	-2
COc1cccc(CNC(=O)c2ccc(C)c(S(=O)(=O)N3CCOCC3)c2)c1	-1	-14	14	5	0	4	-6	-2
CCSc1nc2cc(S(=O)(=O)N3CCOCC3)ccc2o1	-2	4	-7	2	5	-2	-2	-55
Cc1c(C(=O)Nc2ccccc2F)cnn1-c1ccccc1	-89	-8	-4	-11	2	-2	1	-3
CCCN(CC(=O)Nc1ccccc1C)C(=O)C1CCN(S(=O)(=O)c2ccccc2C(F)(F)F)CC1	2	-3	14	-7	5	2	-4	1
Cc1nc2c(Br)c(C)nn2c2c1CCC2	2	-3	-1	-23	2	-8	0	-2
CSc1ccc(/C=C2\C(=N)N3N=C(CC(=O)N4CCOCC4)SC3=NC2=O)cc1	-10	4	19	.	-11	.	.	19
COc1cccc(C2N(c3cccc(Cl)c3)C(=O)C3CCCN32)c1OC (centres undefined)	18	3	8	-24	8	-3	-2	-4
COc1cc(OC)c(OC)cc1CNCCNC(=O)c1nonc1N	4	3	-12	14	1	-12	-3	2
Cc1cnc(SCc2ccc(Cl)cc2Cl)[nH]c1=O	1	-6	5	8	-3	1	0	9
Cc1cccc2c1-c1sc(C(=O)NCCCN3CCC(C)CC3)cc1CO2	26	5	28	1	-12	53*	0	-1
Cn1cc([N+](=O)[O-])c(C(=O)N/N=C\c2c[nH]c3ccccc23)n1	-7	-4	11	7	-4	-1	-2	-12
N#CCn1c(Cc2ccccc2)nc2ccccc2c1=O	4	0	5	-11	6	6	7	-3
CCCC1(CCC)NC(=O)N(CC(=O)Nc2ccc(Cl)c(S(=O)(=O)N3CCOCC3)c2)C1=O	2	-3	7	-3	-7	-11	-2	-9
C/C=C(\C)C(=O)NCCN1C2=NC[C@H](Cc3ccc(O)cc3)N2C[C@H]1Cc1ccc(O)cc1	-3	-1	9	1	-3	12	3	1
COc1ccccc1CCNS(=O)(=O)c1cn(C)nc1C	-3	2	0	16	-5	9	-1	2
O=C(CN1C(=O)NC2(CCCCCC2)C1=O)NCc1ccccc1Cl	1	3	10	-2	-10	6	-2	-5
COc1cccc(NC(=O)c2cccc(N3C(=O)C4CCC(C)CC4C3=O)c2)c1 (centres undefined)	17	-1	-4	-6	-1	6	2	-6
CCCCN(C)CCNC(=O)c1nn(-c2ccc(OC)cc2)c(=O)c2c1c1ccccc1n2C	31	20	42	21	11	16	-3	-23
NC(=O)c1c(NC(=O)Cn2nc(C(=O)O)c3ccccc3c2=O)sc2c1CCC2	4	0	15	3	3	-9	-7	5
Cc1ccc(C)c(N2CCN(CCCNC(=O)Cn3c(=O)c4cccn4c4cccnc43)CC2)c1	19	10	5	4	1	1	-2	-12
O=C1c2ccccc2C(=O)C1c1ccccc1	3	7	2	3	-3	-7	-2	2
O=C(NCC(=O)N1CCCC1C(=O)O)OC1CCCCC1 (centres undefined)	4	-8	2	-8	2	4	-4	10
COC(=O)CNC(=O)CSc1nnc(C)c(=O)[nH]1	-4	-1	-1	-3	-11	2	0	12
C[C@@H]1CC[C@]2(O[C@@H](CCO)C[C@@H](O)[C@@H]2O)O1	-10	0	-6	-41	-14	12	-2	1
Nc1c(C(=O)Nc2cccc(Cl)c2Cl)sc2nc(-c3cccnc3)ccc12	-34	-7	-5	.	13	.	.	-5
Oc1ccc(Cl)cc1C1=Nc2ccccc2N=C(c2ccco2)C1	2	11	5	0	12	0	3	3
